# Bioassay records deposited in PubChem BioAssay by National Center for Advancing Translational Sciences (NCATS).
# uPA surface inh: blocks generation of uPA at the cell surface; Potency, µM (doses to about 38.3 µM), inactives show at the highest dose activity change, negative = inhibition, hits mostly inhibitors; AID 540303; 330,000 compounds, 0.31% hits; cell surface uPA generation assay, qHTS; active = well fitted inhibition curve with a large enough effect; inconclusive = small, poorly fitted or top-dose-only effect; inactive = no such curve, though single readings can be large or run the other way; tested in mouse RAW 264.7 cells; also: potency is read from the fitted curve at half-maximal effect; % is scaled to controls: 0 for no effect and ±100 for the full control effect; nearly all actives have a fitted effect of over 55% in size
# a7 integrin act: activators of alpha7 integrin expression for muscular dystrophy; alpha7betagal myoblasts, beta-gal FDG fluorescence, 48 h; Potency, µM (highest dose often 38.3 µM), for inactives: at the highest dose activation, hits mostly activators; 350,000 compounds, 0.064% hits; AID 624291;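 also: potency is read from the fitted curve at half-maximal effect; 100% = response of the positive control SU9516; nearly all actives have a fitted effect of over 60% in size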
#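 alpha7betagal+/- myoblasts (passage 13, 250/well) treated 48 h at 37C with compounds at 1:260 dilution of DMSO stock. Lysed, then beta-galactosidase activity read as FDG fluorescence (ex 480/em 540) after 30 min, with pre-read for autofluorescence.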
# TRPV1 agonist: agonists of human vanilloid receptor 1 (TRPV1) | Q8NER1 | TRPV1-expressing cells, Fluo-8 calcium influx, agonist mode | activation, % at 8.33 µM | 320,000 compounds, 0.19% hits | AID 540275; in the data active = activation above about 80%; inconclusive = between about 30% and that limit; also: 0% is about no effect
#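 Fluo-8 calcium influx in TRPV1-expressing cells, kinetic read (ex 480/em 520 nm). Compound added and read 3 min for agonist activity, followed by capsaicin at EC20 final and 2 min further read for enhancement.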
# p53 reactivation: restores transcriptional activity of mutant p53; Potency, µM (top dose mostly 92.2 µM), for the others: at the highest dose activity change, positive = activation, actives largely listed as activators; 320,000 compounds, 0.063% hits; AID 504706; H1299 p53-A138V BP100-luciferase reporter, luminescence, 24 h; also: potency is read from the fitted curve at half-maximal effect; % of control where 0% means no effect; nearly all actives have a fitted effect of over 45% in size
#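 p53-null H1299 cells stably carrying temperature-sensitive p53-A138V and a BP100-luciferase reporter were pinned with compounds (4-point, 1:5 series) and held 24 hrs at 37 deg C. Luminescence was read 10 min after detection reagent.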
# BRCA1 expr up: increases BRCA1 expression | MCF7-BRCA1-FFLuc reporter, luminescence, 48 h; response scale: scaled: vehicle 0%, 10 µM genistein 100% | Potency, µM (highest dose often 46.1 µM), for inactives: top-dose activation, most hits filed as activators | 380,000 compounds, 1.1% hits | AID 624202; also: potency is read from the fitted curve at half-maximal effect; nearly all actives have a fitted effect of over 80% in size; some results filed as inactive show a strong effect at the top dose
#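 First, MCF7-BRCA1-FFLuc cells (2000/well) attach for 2 h; next, compounds are pin-added and incubated 48 h at 37 °C; finally, luciferase reagent is added and luminescence read after 15 min.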
# PTAP TSG101 blk: blocks PTAP/TSG101 interaction to inhibit HIV-1 budding; Fluorescence polarization, FITC-PTAP peptide / Tsg101 binding; Potency, µM (series often up to 115 µM), without a hit: top-dose activity change, negative = inhibition, hits mostly inhibitors; 340,000 tested, under 10 active; AID 493005; active = well fitted inhibition curve with a large enough effect in the main read-out, with a control signal flat, not every such curve was filed as active; inconclusive = small, poorly fitted or top-dose-only effect, or effect the other way, or a change in a side signal; inactive = no such curve, though single readings can be large or run the other way; also: potency is read from the fitted curve at half-maximal effect; % of control where 0% means no effect
#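 Tsg101 binding domain (10 uM final) was mixed with compound and a FITC-labeled PTAP peptide (50 nM final) in HEPES pH 7.5 buffer with NaCl, Tween 20, EDTA and TCEP; fluorescence polarization was read after 20 min at r.t.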
# ASM inhibitor: blocks human secretory acid sphingomyelinase; Potency, µM (doses to about 57.5 µM), for the others: at the highest dose activity change, negative = inhibition, actives largely listed as inhibitors; AID 504937; 340,000 compounds, 0.006% hits; placental ASM, HMU-PC fluorogenic substrate, 60 min; also: potency is read from the fitted curve at half-maximal effect
# Target sequence (P17405 47-631 limits assumed): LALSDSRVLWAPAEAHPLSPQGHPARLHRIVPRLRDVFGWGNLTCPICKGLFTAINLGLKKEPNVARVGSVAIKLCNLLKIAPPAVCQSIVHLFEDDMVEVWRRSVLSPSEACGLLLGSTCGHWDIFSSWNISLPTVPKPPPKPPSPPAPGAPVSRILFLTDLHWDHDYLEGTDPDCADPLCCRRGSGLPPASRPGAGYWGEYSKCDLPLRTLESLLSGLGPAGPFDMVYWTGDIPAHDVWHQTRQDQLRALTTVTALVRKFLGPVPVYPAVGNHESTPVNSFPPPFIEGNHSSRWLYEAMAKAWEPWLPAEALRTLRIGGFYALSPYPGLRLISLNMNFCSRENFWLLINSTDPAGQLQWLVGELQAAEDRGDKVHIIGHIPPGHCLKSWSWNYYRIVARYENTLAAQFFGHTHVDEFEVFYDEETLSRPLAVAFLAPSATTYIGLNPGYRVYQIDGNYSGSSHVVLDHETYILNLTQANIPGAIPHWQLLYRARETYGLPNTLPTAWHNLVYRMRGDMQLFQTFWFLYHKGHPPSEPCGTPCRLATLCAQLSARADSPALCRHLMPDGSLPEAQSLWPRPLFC
#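 Steps: dispense placental human ASM, pin compound, wait 10 min at room temperature, add HMU-PC0 substrate at 9 uM final, incubate 60 min at 37 °C, add stop solution raising pH to 10, read fluorescence.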
# Eya2 inh: Eya2 (human) phosphatase inhibition. recombinant Eya2, OMFP fluorescence dephosphorylation (OMFP is methylfluorescein phosphate). Potency, µM (highest dose often 76.9 µM), for the others: at the top dose activity, negative = inhibition, actives largely listed as inhibitors. 330,000 compounds, 0.006% hits. AID 488837; also: potency is read from the fitted curve at half-maximal effect; % is scaled to controls: 0 for no effect and ±100 for the full control effect
#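 Eya2 (0.2 uM) preincubated 10 min at ambient with compound, then OMFP substrate added at 50 uM; 10 min reaction in 50 mM HEPES pH 7.5, 50 mM NaCl, 5 uM MgCl2, 0.05% BSA, 1 mM DTT. Fluorescence read at Ex 485/Em 525 nm.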
# ELG1 genotox: inducers of genotoxicity in HEK293T ELG1-luciferase cells. HEK293T ELG1-luciferase reporter, luminescence, 16 h. Potency, µM (doses to about 46 µM), without a hit: top-dose activity change, positive = activation, usual class: activators. 330,000 compounds, 1.3% hits; also: potency is read from the fitted curve at half-maximal effect; % of control where 0% means no effect; nearly all actives have a fitted effect of over 60% in size
#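 Screening used a luciferase reporter fused to human ELG1 in HEK293T cells. Luminescence was read on a CCD plate imager after 16 hr exposure and 30 min ONE-Glo incubation.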
# USP2a inh: inhibitors of human ubiquitin-specific protease USP2a. O75604. USP2 core, Ub-CHOP2 coupled fluorogenic reporter, 485/531. Potency, µM (titrated, usually from 38.3 µM), inactives show at the top dose activity change, negative = inhibition, usual class: inhibitors. 330,000 compounds, 0.01% hits;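 also: potency is read from the fitted curve at half-maximal effect; plate controls were DMSO wells for no effect and full inhibition by NEM control for full effect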
#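 USP2 core (10nM final) preincubated 30min RT with compound in 20mM Tris-HCl pH 8.0, 2mM CaCl2, 2mM beta-mercaptoethanol, 0.05% CHAPS; 25nM Ub-CHOP2 plus 25nM reporter substrate added, fluorescence (Ex485/Em531) read after 60min.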
# B2AR arrestin: recruits beta-arrestin to the human beta2-adrenergic receptor; beta-arrestin recruitment to beta2AR, cell-based reporter; P07550; 330,000 compounds, 0.02% hits; Potency, µM (highest dose often 46.1 µM), for inactives: at the highest dose activation, usual class: activators;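 also: potency is read from the fitted curve at half-maximal effect; 0% = DMSO controls and full agonism = EC100 isoproterenol or metaproterenol; nearly all actives have a fitted effect of over 65% in size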
# Target sequence (P07550 whole entry, looked up): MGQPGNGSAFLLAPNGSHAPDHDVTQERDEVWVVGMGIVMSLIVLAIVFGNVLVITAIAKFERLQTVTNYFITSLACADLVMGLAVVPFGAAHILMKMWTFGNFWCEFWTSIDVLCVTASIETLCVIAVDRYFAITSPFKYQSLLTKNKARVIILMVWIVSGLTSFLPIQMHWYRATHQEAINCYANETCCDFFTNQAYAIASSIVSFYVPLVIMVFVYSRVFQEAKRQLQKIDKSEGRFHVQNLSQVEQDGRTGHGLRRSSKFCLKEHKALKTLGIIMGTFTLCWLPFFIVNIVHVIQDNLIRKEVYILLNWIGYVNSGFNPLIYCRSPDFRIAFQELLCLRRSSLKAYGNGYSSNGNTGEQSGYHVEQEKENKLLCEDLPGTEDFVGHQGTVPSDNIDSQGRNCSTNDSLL
# * = called active by the depositor; i = inactive; ? = inconclusive; . = no result given; [ ] = remark or other dose. Unless noted, calls follow the shape of the dose curve; as a rule, active = well fitted curve in the direction sought with a large enough effect; inconclusive = small, poorly fitted or top-dose-only effect, or another doubt; inactive = no such curve, though single readings can be large; an effect the other way counts as inactive or inconclusive.
smiles	TRPV1 agonist	BRCA1 expr up	uPA surface inh	a7 integrin act	USP2a inh	PTAP TSG101 blk	ELG1 genotox	ASM inhibitor	Eya2 inh	p53 reactivation	B2AR arrestin
CCC1Oc2ccccc2N(Cc2ccccc2C)C1=O (stereo not drawn)	18	6%	.	-15%[7.66 µM]	2%	4%	0%	-1%	-1%	1%	0.5%
CCCOC(=O)c1ccc(NC(=O)c2cc(Cl)ccc2OC)cc1	1	3%	3%	0%	0%	-2%	0%	-5%	-5%	-3%	-2.6%
COCc1nnc(NC(=O)c2ccc(S(=O)(=O)N(CC(C)C)CC(C)C)cc2)o1	-2	-47%	?	-10%	1%	-9%	-8%	2%	10%	5%	0.3%
Cc1c(C(=O)N2CCCc3ccccc32)oc2ccccc12	12	70%	0%	-7%	5%	1%	17%	-2%	-4%	17%	0.5%
CC(=O)Nc1ccc(S(=O)(=O)N2CCC(N3CCCCCC3)CC2)cc1	2	0%	0%	13%	8%	-1%	-1%	4%	2%	.	-0.4%
CC[N+]1(C)[C@@H]2CC[C@H]1CC(OC(=O)[C@H]1CCC(C(=O)OC3C[C@H]4CC[C@@H](C3)[N+]4(C)CC)(c3ccccc3)c3ccccc31)C2 (stereo partly drawn)	-2	-32%	-12%	.	1%	-4%	-8%	4%	13%	-3%	0.3%
O=C(Nc1ccc([N+](=O)[O-])cc1)C1C(c2ccccc2)=C1c1ccccc1	0	-30%	-8%	8%	-1%	-2%	5%	-6%	-12%	8%	0.3%
Cn1c(NC(=O)c2ccc(C(C)(C)C)cc2)cc(=O)n(C)c1=O	5	-2%	-3%	23%	-2%	-3%	9.2µM*	-4%	-6%	8%	-0.1%
CC(C)C[C@@H]1NC(=O)[C@H](Cc2ccccc2)N(C)C(=O)[C@H](C)NC(=O)c2ccccc2NC(=O)[C@H](Cc2ccc(O)cc2)N(C)C1=O	-1	-64%	-21%	13%	-12%	1%	-16%	-13%	4%	-3%	0.1%
CCCCNC(=S)NNC(=O)c1csc(CC)c1	0	11%	0%	-18%	1%	-4%	2%	-3%	-1%	?	-0.8%
COc1cccc(CN2C(=O)C(C)N(C(=O)c3c(F)cccc3F)c3ccccc32)c1 (stereo not drawn)	27	-46%	21%	-54%[inhibitor]	-4%	0%	-11%	-1%	-1%	-5%	-0.1%
Cc1cc(C(=O)Nc2ccc(C)c(S(=O)(=O)N3CCOCC3)c2)c2ccccc2n1	-2	-22%	-9%	-9%	-9%	-5%	-1%	-2%	24%	-8%	0.2%
COc1cc2c(c(O)c1OC)C(=O)C(OC)CCC2 (stereo not drawn)	-2	-2%	-5%	19%	2%	-1%	8%	3%	-8%	7%	0.6%
CCOC(=O)c1ccc(NC(=O)/C=C/c2cccs2)cc1	84*	76%	-3%	8%	-1%	-3%	-1%	-9%	10%	0%	0.1%
NS(=O)(=O)c1ccc(NC(=O)c2cccc(N3C(=O)c4ccccc4C3=O)c2)cc1	5	12%	2%	-3%	2%	-4%	-5%	-3%	-19%	5%	-0.5%
COc1cccc(C2CNC3(CCCC(C)C3)c3[nH]c4ccccc4c32)c1OC (stereo not drawn)	8	-28%	3%	-68%[inhibitor]	-5%	-1%	-2%	-6%	8%	19%	9.6%
OC(CNCC#Cc1ccccc1)c1ccccc1 (stereo not drawn)	1	7%	2%	-31%	0%	-4%	5%	3%	-12%	-3%	0.6%
Cc1noc(C)c1NC(=O)N(C)C[C@H]1Oc2c(NC(=O)c3ccncc3)cccc2C(=O)N([C@H](C)CO)C[C@@H]1C	.	0%	9%	0%	-2%	-2%	4%	-9%	-1%	3%	0.0%
COc1cccc(CCNC(=O)COc2cccc3c2OC(C)(C)C3)c1	23	-21%	8%	0%	1%	0%	-6%	.	8%	-1%	-0.2%
Cn1c(=O)n(CCOc2ccccc2Cl)c2ccccc21	23	5µM*	0%	3%	-7%	-3%	?	-7%	-14%	?	0.2%
Cc1cc(C)c(OCC(=O)Nc2nnc(C3CC3)s2)c(C)c1	-3	-22%	-4%	13%	-4%	0%	-1%	7%	-33%	0%	-1.0%
CCC(C)C(=O)Nc1cc(C(=O)OC)cc(C(=O)OC)c1 (stereo not drawn)	1	22%	10%	-6%	5%	-10%	1%	1%	13%[15.4 µM]	-9%	-0.1%
COc1ccc(/C=N\NC(=O)COc2ccc(Cl)cc2Cl)c(C(=O)O)c1OC	-3	15%	-6%	36%	-1%	-8%	1%	-1%	3%	-21%	-0.8%
O=C(Nc1ccc2c(c1)CCC2)c1ccc(Br)o1	?	85%	-6%	-1%	0%	2%	6.5µM*	1%	10%	16%	-0.9%
Fc1ccc(-n2nnc(-c3ccccc3Cl)n2)cc1	1	0%	0%	20%	1%	-2%	-2%	-1%	-4%	4%	-0.5%
COc1ccc2cc(C(=O)C3CCCN(C(=O)c4cnn(C(C)C)c4)C3)ccc2c1 (stereo not drawn)	21	-5%	6%	-29%	-1%	2%	-2%	5%	-5%	-4%	-0.1%
Oc1ccccc1/C=N/Nc1ccccc1	5	80%	-2%	16%	0%	2%	?	-6%	-7%	?	0.3%
CC(C)(C)S(=O)(=O)N1C[C@H]2C(=CC[C@@H]3C(=O)N(c4ccccc4)C(=O)[C@@H]32)[C@H]1CCO	.	1%	-1%	0%	.	-4%	.	3%	.	.	.
Cc1csc(=O)n1CC(=O)OCC(=O)NC(C)c1ccc(F)cc1 (stereo not drawn)	1	5%	8%	27%	5%	2%	4%	6%	24%	-2%	0.5%
O=C(COc1ccc(/C=N/NC(=O)CSCc2ccc([N+](=O)[O-])cc2)cc1)NCc1ccco1	22	-19%	-4%	-35%[inhibitor]	1%	-10%	-3%	-1%	-6%	-6%	3.3%
CCc1cc(=O)[nH]c(SCC(=O)Nc2cc(C)on2)n1	-4	-15%	4%	-7%	-1%	-5%	-8%	-4%	7%	-5%	-0.1%
COc1ccc(COc2cccnc2N)cc1	-3	?	2%	?	-1%	-1%	9%	-1%	9%	8%	0.4%
NS(=O)(=O)c1cc(C(=O)OCC(=O)NC2CCCCCCC2)ccc1Cl	-1	-1%	0%	3%	4%	1%	-5%	-1%	2%	2%	-0.6%
O=C(COC(=O)Cc1ccc(F)cc1)NCc1ccco1	3	-2%	11%	?	0%	1%	-1%	1%	1%	6%	0.2%
Cc1nn(C)c(C)c1S(=O)(=O)Nc1ccc2c(c1)OCO2	0	42%	-3%	11%	-2%	-5%	-1%	-2%	-8%	?	0.0%
CS(=O)(=O)c1ccc(Cl)c(NC(=O)Cc2ccsc2)c1	16	-1%	-23%	?	1%	0%	-5%	-1%	0%	3%	0.8%
CC(C)Cn1nc(NC(=O)c2ccco2)c2cc3ccccc3nc21	?	-29%	-2%	?	1%	-3%	-11%	.	-11%	-6%	-0.9%
Cc1ccc(-n2nc3ccc(N)cc3n2)cc1Cl	0	18%	?	?	0%	-1%	?	i	8%	6%	-0.1%
COc1ccc(S(=O)(=O)Nc2cccc3c2O[C@H](CN(C)Cc2ccc(Oc4ccccc4)cc2)[C@@H](C)CN([C@H](C)CO)C3=O)cc1	.	-57%	?	-15%	-1%	-2%	-4%	-10%	-9%	-5%	0.2%
O=C(N/N=C/c1cccnc1)c1ccc2c(c1)OCCO2	-3	54%	?	0%	-1%	-1%	?	1%	3%	?	0.1%
COc1ccc2nc(SC(C)C(=O)NC3(C#N)CCCCC3)[nH]c2c1 (stereo not drawn)	8	-27%	38%[activator]	6%	0%	-6%	-1%	0%	-11%	10%	-0.5%
C/C(CCC1CC(C)OC1=O)=N\NC(N)=S (stereo not drawn)	-3	-5%	-7%	13%	0%	-2%	4%	7%	3%	0%	3.0%
CSc1ccc(/C=C(\C#N)C(=O)NC2CCCCC2)cc1	14	8%	2%	22%	3%	1%	1%	127%[activator]	7%	2%	-0.7%
Cc1ccc(NC(=O)c2ccc3c(c2)NC(=O)CS3)nc1	?	7.9µM*	-3%	-29%	-2%	-2%	9.2µM*	1%	2%	20%	-0.3%
CC(C)c1ccc2nc(SCC(=O)NCC3CCCO3)c(C#N)cc2c1 (stereo not drawn)	18	0%	-2%	17%	6%	-3%	28%	5%	-10%	29%	0.1%
